Gal4-VP16 FLuc – inhibits Gal4-VP16 luciferase reporter, ROR gamma counter-screen; Drosophila S2 Gal4-VP16 UAS-luciferase, luminescence, 20 h; Potency, µM (highest dose often 53.6 µM), for the others: at the highest dose activity, negative = inhibition, most hits filed as inhibitors; actives 3.5% (n = 310,000);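 further: Gal4-VP16 expression switched on by copper sulfate through the metallothionein promoter; potency means the concentration at half of the fitted maximal effect; on the % scale 0 is the no-effect control and ±100 the full control effect; nearly all actives have a fitted effect of over 50% in size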
FLuc counter – inhibits or activates purified firefly luciferase, miR-21 counter-screen. P08659. purified FLuc, Km substrates, luminescence inhibition. Potency, µM (series often up to 57.5 µM), without a hit: top-dose activity change, negative = inhibition, most hits filed as inhibitors. actives 6.9% (n = 360,000). AID 588342;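 further: potency means the concentration at half of the fitted maximal effect; plate controls were vehicle for no effect and reference inhibitor for full effect; nearly all actives have a fitted effect of over 55% in size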
Target sequence (P08659 whole entry, looked up): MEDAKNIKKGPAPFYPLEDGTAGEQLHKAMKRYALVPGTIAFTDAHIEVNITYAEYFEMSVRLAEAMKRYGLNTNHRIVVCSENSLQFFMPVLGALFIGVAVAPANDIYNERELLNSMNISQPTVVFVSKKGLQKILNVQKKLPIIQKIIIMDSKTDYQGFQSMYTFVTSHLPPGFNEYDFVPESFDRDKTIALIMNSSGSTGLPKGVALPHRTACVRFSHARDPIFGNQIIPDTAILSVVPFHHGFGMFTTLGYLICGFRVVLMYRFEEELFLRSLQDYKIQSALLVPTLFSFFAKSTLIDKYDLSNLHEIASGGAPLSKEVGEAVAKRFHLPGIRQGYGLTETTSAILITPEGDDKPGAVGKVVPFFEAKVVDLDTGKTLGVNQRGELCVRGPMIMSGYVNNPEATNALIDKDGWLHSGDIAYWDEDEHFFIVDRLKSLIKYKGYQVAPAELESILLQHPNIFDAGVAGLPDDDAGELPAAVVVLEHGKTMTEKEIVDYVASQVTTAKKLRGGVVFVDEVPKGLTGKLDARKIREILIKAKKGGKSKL
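Biochemical qHTS of compounds, final roughly 60 µM downward over six points, against 10 nM purified firefly luciferase using Km concentrations of substrates (10 uM D-luciferin, 10 uM ATP) in Tris acetate pH 7.5 buffer; luminescence output.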
Menin MLL FP TR – inhibitors of human menin-MLL interaction, mutant MLL peptide; Menin + Texas Red MLL mutant peptide, fluorescence polarization; Potency, µM (highest dose often 61.6 µM), for inactives: at the top dose FP activity change, negative = inhibition, most hits filed as inhibitors; actives 0.23% (n = 270,000); active means well fitted inhibition curve with a large enough effect in the polarisation, with a control signal flat, not every such curve was filed as active; inconclusive means small, poorly fitted or top-dose-only effect, or effect the other way, or a change in a side signal; inactive means no such curve, though single readings can be large or run the other way; the % refers to the polarisation; further: potency means the concentration at half of the fitted maximal effect; % of control where 0% means no effect; many of its hits are not listed in these tables
BRCA1 expr up – activators of BRCA1 expression | MCF7-BRCA1-FFLuc reporter, luminescence, 48 h; response scale: scaled: vehicle 0%, 10 µM genistein 100% | Potency, µM (doses to about 46.1 µM), inactives show top-dose activation, most hits filed as activators | actives 1.1% (n = 380,000) | AID 624202; further: potency means the concentration at half of the fitted maximal effect; nearly all actives have a fitted effect of over 80% in size; some results filed as inactive show a strong effect at the top dose
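MCF7 cells carrying a BRCA1-firefly luciferase reporter (2000 cells/well, phenol-red free MEM) were attached for 2 h at 37 °C, then given compounds for 48 h. Luminescence was read 15 min after luciferase reagent; activity normalized to genistein (10 microM) and DMSO.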
NPC1 prom act – NPC1 promoter activation; actives 2.4% (n = 320,000); Potency, µM (top dose mostly 9.22 µM), inactives show at the highest dose activation, hits mostly activators; Huh7 NPC1 promoter luciferase reporter, 24 h;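 further: potency means the concentration at half of the fitted maximal effect; % of control where 0% means no effect; nearly all actives have a fitted effect of over 60% in size; reporter is driven by a mutant NPC1 promoter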
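Stable NPC1-promoter luciferase Huh7 line; cpd (DMSO) 24 h, 37 °C, 5% CO2; Amplite luciferase reagent 10 min RT; luminescence readout. qHTS format.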
Rab9 promoter act – activates the Rab9 promoter; Huh7 Rab9 promoter-luciferase reporter, luminescence, 24 h; actives 2.8% (n = 320,000); Potency, µM (titrated, usually from 9.22 µM), for the others: at the highest dose activation, negative = inhibition, most hits filed as activators; further: potency means the concentration at half of the fitted maximal effect; % of control where 0% means no effect; nearly all actives have a fitted effect of over 60% in size
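Huh7 cells stably carrying a Rab9 promoter-luciferase reporter, 1500 cells per well in OP-MEM I with 10% FBS, treated with compound 24 hours at 37C. Luciferase activity read by luminescence after 10 minutes with Amplite reagent.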
p53 reactivator – restores transcriptional activity of mutant p53; H1299 p53-A138V BP100-luciferase reporter, luminescence, 24 h; Potency, µM (highest dose often 92.2 µM), for the others: at the highest dose activity change, positive = activation, most hits filed as activators; actives 0.063% (n = 320,000); AID 504706; further: potency means the concentration at half of the fitted maximal effect; % of control where 0% means no effect; nearly all actives have a fitted effect of over 45% in size
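H1299 (p53-null), stable ts p53-A138V + BP100-Luc; 1000 cells/well, Opti-MEM/10% FBS; cpd 4 pt, 1:5; 24 h, 37 deg C, 5% CO2; detection reagent 10 min RT; luminescence.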
RORgamma inh – blocks mouse ROR gamma transcriptional activity. Potency, µM (doses to about 53.6 µM), without a hit: top-dose activity change, negative = inhibition, actives largely listed as inhibitors. AID 2551. P51450. actives 5.4% (n = 310,000). Drosophila S2 Gal4-RORgamma UAS-luciferase reporter, 20 h; further: potency means the concentration at half of the fitted maximal effect; on the % scale 0 is the no-effect control and ±100 the full control effect; nearly all actives have a fitted effect of over 60% in size
Target sequence (P51450 whole entry, looked up, the tested form may be a part): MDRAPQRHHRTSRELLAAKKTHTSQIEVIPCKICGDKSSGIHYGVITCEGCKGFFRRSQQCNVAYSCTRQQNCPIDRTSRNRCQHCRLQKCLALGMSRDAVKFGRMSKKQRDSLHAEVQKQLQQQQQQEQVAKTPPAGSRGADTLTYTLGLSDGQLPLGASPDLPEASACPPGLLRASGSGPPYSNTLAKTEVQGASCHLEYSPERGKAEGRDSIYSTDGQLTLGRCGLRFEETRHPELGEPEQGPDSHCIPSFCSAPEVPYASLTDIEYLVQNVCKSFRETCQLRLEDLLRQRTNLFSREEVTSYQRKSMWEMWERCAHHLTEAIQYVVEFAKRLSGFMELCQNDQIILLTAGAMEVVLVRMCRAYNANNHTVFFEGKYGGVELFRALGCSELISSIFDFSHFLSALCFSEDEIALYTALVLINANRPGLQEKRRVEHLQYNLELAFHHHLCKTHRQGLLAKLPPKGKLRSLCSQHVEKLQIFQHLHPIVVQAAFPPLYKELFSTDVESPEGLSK
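In this cell-based reporter format, copper sulfate (700 uM final) drives Gal4–ROR gamma fusion expression from a metallothionein promoter in Drosophila Schneider cells; compounds preincubated 1 hr, reporter read after 20 hr at ambient temperature.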
Giardia killer – Giardia lamblia killing | Giardia lamblia trophozoite viability | activity change, % at 7.66 µM, hits read low | actives 0.15% (n = 340,000) | AID 540267; in the data active means activity change below about -80%; inconclusive means between about -30% and that limit;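 further: parasites exposed to compound for two days anaerobically before the ATP read; on the % scale 0 is the no-effect control and ±100 the full control effect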
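Each well holds 100 Giardia trophozoites and compound. After two days (48 hrs) at 37 deg C in anaerobic conditions, ATP is quantified by luminescence.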
ELG1 genotoxic – inducers of genotoxicity in HEK293T ELG1-luciferase cells | actives 1.3% (n = 330,000) | HEK293T ELG1-luciferase reporter, luminescence, 16 h | Potency, µM (series often up to 46 µM), for inactives: top-dose activity change, positive = activation, most hits filed as activators; further: potency means the concentration at half of the fitted maximal effect; % of control where 0% means no effect; nearly all actives have a fitted effect of over 60% in size
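Genotoxicity was scored as increased ELG1-luciferase reporter signal, measured by ONE-Glo luminescence (30 min, room temperature). Compound or vehicle exposure of the HEK293T reporter cells lasted 16 hr at 37°C.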
PKM2 activator – PKM2 (human) enzyme activation | P14618 | purified PKM2, Kinase-Glo ATP luminescence, activation; response scale: 0% is enzyme alone, no compound | Potency, µM (series often up to 57.5 µM), inactives show top-dose activation, most hits filed as activators | actives 0.34% (n = 260,000) | AID 1631; further: potency means the concentration at half of the fitted maximal effect; on the % scale 0 is the no-effect control and ±100 the full control effect; nearly all actives have a fitted effect of over 55% in size
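ATP formation by purified human PK-M2, quantified via coupled luciferase luminescence after 1 h at room temperature with 0.1 mM ADP and 0.5 mM PEP final.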
The depositor's hits bear a star; ? = inconclusive; / = not tested or not shown; [ ] = dose if it differs, or a comment. Unless noted, the call rests on the fitted dose curve; in most records, active means well fitted curve in the direction sought with a large enough effect; inconclusive means small, poorly fitted or top-dose-only effect, or another doubt; inactive means no such curve, though single readings can be large; an effect the other way counts as inactive or inconclusive. This is a subset, so the mix of outcomes need not match the whole.

Every second line gives: Gal4-VP16 FLuc, FLuc counter, Menin MLL FP TR, BRCA1 expr up, NPC1 prom act, Rab9 promoter act, p53 reactivator, RORgamma inh, Giardia killer, ELG1 genotoxic, PKM2 activator
- CCCc1nnc(NC(=O)CS(=O)(=O)c2ccc(C)cc2)s1
→ 5.0%, 2.8%, 4.1%, -20.1%, 12.0%, -2.4%, 0.0%, -15.3%, -6.1, 1.3%, -1.9%
- Cc1ccc2nc(N(CCCN(C)C)C(=O)c3ccc(S(=O)(=O)N(C)C)cc3)sc2c1
→ -6.6%, 0.3%, 3.7%, -11.8%, -1.0%, ?, 0.1%, 22.3%, -2.7, 2.5%, 4.1%
- COCc1c(C(=O)N/N=C(/C)c2cccs2)nnn1-c1nonc1N
→ -1.0%, -1.1%, 31.1%[activator], -17.9%, -1.5%, -0.2%, -0.7%, -18.7%, -15.9, 14.0%, 2.0%
- CCCCN(C)c1ccc([N+](=O)[O-])cc1
→ 3.2%, -13.8%, 5.6%, -5.5%, -0.6%, -4.4%, 1.4%, 8.3%, 0.7, 1.3%, -0.2%
- CSc1ccc(CNC(=O)c2c(C)noc2C)s1
→ -8.5%, -1.1%, /, 22.5%, -4.9%, 0.0%, -4.0%, 5.5%, -19.1, 2.9%, 4.4%
- Cc1ccc(N2C(=O)C3CC(c4ccccc4)=C4C5C=CC(C6C(=O)N(c7ccc(C)cc7)C(=O)C56)C4C3C2=O)cc1 (centres undefined)
→ -13.6%, -1.0%, -8.0%, -13.8%, 0.4%, -4.4%, 3.4%, 9.5%, -18.6, -2.5%, -2.5%
- Cc1ccc(-c2cnc(SCCNC(=O)c3ccco3)[nH]2)cc1
→ /, ?, /, 17.2%, -6.9%, -0.3%, -4.1%, /, 7.6, 1.0%, /
- CCCCn1c(SCc2ncc(-c3ccccc3)o2)nc2cc(S(N)(=O)=O)ccc21
→ ?, -17.5%, 0.6%, -74.8%, -0.6%, 0.1%, 3.6%, 25.0%, 18.8, -7.1%, 0.2%
- Cc1cccc(-n2ncc3c(N(C)Cc4ccccc4)ncnc32)c1
→ -5.1%, 2.39µM*, /, ?, 3.98µM*, 3.55µM*, ?, 11.5%, 0.9, ?, -10.0%
- CCCOc1ccc(C(CC(=O)O)NC(=O)c2ccc3c(c2)OCO3)cc1 (centres undefined)
→ -4.4%, 2.6%, 16.0%, -14.1%, 0.4%, 4.2%, -22.1%, 4.0%, -1.3, 0.6%, -0.5%
- Cc1cc(C)c[n+](C(C)C(=O)c2ccc(-c3ccccc3)cc2)c1 (centres undefined)
→ ?, -2.2%, -13.9%, -64.4%, -12.6%, -13.4%, -8.8%, ?, -2.6, -2.8%, 4.4%
- COc1cccc(-c2cc(C(F)(F)F)nc(N3CCCCC3)n2)c1
→ 1.4%, 1.3%, -12.0%, -37.6%, -2.1%, -3.0%, 7.2%, 5.7%, -0.4, -3.8%, -6.1%
- COc1ccc(CCC(=O)NCCOc2ccc(Cl)cc2)cc1
→ -3.9%, -4.6%, -2.1%, 6.1%, -0.4%, 14.9%, -0.3%, -6.9%, 1.8, 4.0%, /
- COc1ccc(C(F)(F)F)cc1N/C=C/c1nnnn1-c1ccc(C)cc1
→ -2.0%, -6.1%, /, -25.3%, -2.2%, 2.5%, 0.6%, -3.6%, -5.8, 0.1%, -5.6%
- Cn1c(Cc2cccc3ccccc23)nnc1SCC(=O)N1CCN(c2cccc(Cl)c2)CC1
→ ?, 10.3%, -2.7%, -64.6%, -5.6%, -18.2%, -4.8%, 16.8%, 42.9[activator], -21.5%, 25.7%
- CCOC(=O)/C=C(\C)Nc1cc(C)nn1-c1ccccc1
→ ?, 0.1%, -7.8%, -6.3%, 11.6%, 0.7%, 8.2%, 1.3%, -1.9, 19.4%, -4.3%
- Cc1ccc(NC(=O)CN2c3cccc4cccc(c34)S2(=O)=O)cc1S(=O)(=O)N1CCOCC1
→ -0.2%, 1.9%, -26.9%, -17.5%, 0.3%, -5.8%, -4.9%, 14.9%, -8.1, -2.2%, -2.7%
- COc1ccc(Cl)cc1NC(=S)NCc1cccnc1
→ -5.9%, 6.1%, 5.0%, -43.2%, -6.0%, -4.7%, -1.8%, 9.0%, 0.9, -8.2%, 0.4%
- On1nnc2c3ccccc3c3ccccc3c21
→ -1.9%, ?, 15.7%, -30.8%, -5.4%, -4.6%, -3.0%, -5.9%, 8.9, -2.1%, -24.5%
- C/C(=N\Nc1c([N+](=O)[O-])c(C)nn1C)c1ccc(F)cc1F
→ -7.9%, -3.3%, 5.2%, -16.7%, -2.2%, -2.7%, -2.2%, -1.8%, -0.9, -1.6%, -0.1%
- Cc1cc(C=C2C(=O)c3ccccc3C2=O)c(C)n1-c1ccccc1
→ 15.8µM*, 0.12µM*, 7.4%, -6.6%, 8.1%, 3.6%, 0.1%, 0.0631µM*, ?, ?, -0.9%
- CCOC(=O)N1CCN(C(=O)c2cc(-c3ccc(OCC)cc3)nc3ccccc23)CC1
→ ?, 0.213µM*, -5.7%, -34.3%, 22.6%, ?, ?, -23.2%, ?, 0.4%, -1.1%
- COCCNC(=O)c1cc(-c2cccs2)on1
→ -15.2%, ?, 10.0%, -3.3%, 23.8%, 3.16µM*, ?, 16.5%, -23.0, 14.6µM*, -3.6%
- O=[N+]([O-])c1ccc(Cl)c(/C=N/n2c(COc3ccccc3)n[nH]c2=S)c1
→ -1.7%, -6.4%, -4.1%, 2.5%, -2.7%, -4.9%, 2.0%, ?, 15.8, -1.5%, -17.1%
- CC(=O)c1c(C)n(CC(=O)NCc2ccc3c(c2)OCO3)c2ccccc12
→ ?, 6.6%, 5.3%, -52.4%, -8.7%, -17.5%, -7.8%, -11.1%, -8.1, -5.9%, 0.9%
- Cn1c(SCC(=O)c2ccccc2)nnc1-c1ccc(O)cc1
→ 11.2µM*, ?, 4.6%, 17.2%, 22.5%, 12.7%, ?, -0.1%, -2.7, ?, -2.7%
- COc1ccccc1NCc1cc(=O)oc2c(C)c(O)ccc12
→ ?, 4.1%, ?, -43.4%, -1.7%, -3.2%, 0.9%, ?, -10.3, -2.0%, 1.2%
- CN1CCN(C(=O)CCn2c(=O)c3cccn3c3cccnc32)CC1
→ 1.0%, -0.2%, -1.7%, -24.6%, -4.7%, 1.4%, -2.8%, -5.9%, 9.3, 1.8%, -8.3%
- Cc1cc(C)cc(C(=O)Nc2ccc(NC(=O)c3cccs3)cc2)c1
→ ?, -2.8%, ?, 27.2%, -3.3%, 0.8%, -13.0%, ?, 17.2, -5.1%, -8.1%
- O=C(CSc1nc2ccccc2o1)N1CCN(S(=O)(=O)c2ccc3ccccc3c2)CC1
→ -11.3%, -1.0%, -10.3%, 2.4%, 0.6%, -6.6%, 3.9%, ?, 5.8, -0.7%, ?
- CC(C)Cn1c(N)c(C(=O)COC(=O)c2ccc3c(c2)OCCO3)c(=O)n(C)c1=O
→ 1.9%, ?, -2.4%, -62.4%, -6.1%, -15.3%, 2.8%, 30.1%, 2.5, -6.4%, 0.0%
- CCOC(=O)c1c(C)[nH]c(C(=O)OCC(=O)N(CC(C)C)c2c(N)n(Cc3ccccc3)c(=O)[nH]c2=O)c1C
→ /, 4.8%, /, -54.3%, -1.8%, 1.0%, -6.9%, /, -4.8, -6.1%, /
- Cc1cccc(N(CC(=O)Nc2cccnc2)S(C)(=O)=O)c1
→ -11.7%, -0.1%, /, 7.7%, -4.2%, -4.6%, 1.8%, 20.9%, 0.5, 1.4%, -0.6%
- COc1ccc2nc(NC(=O)NC3CCCCC3)sc2c1
→ -13.1%, 9.53µM*, /, ?, 3.16µM*, 2µM*, 17.4%, 5.6%, ?, 21.0%, -4.8%
- CS(=O)(=O)c1sc(C(=O)NC(=O)Nc2cccc(C(F)(F)F)c2)c2c1C=CCC2
→ -6.0%, 1.1%, /, 9.2%, 0.7%, -1.6%, -0.5%, 24.8%, 69.3[activator], 0.0%, 1.3%
- O=C(/C=C/c1ccc2c(c1)OCO2)N1CCN(c2ccc(Cl)cc2)CC1
→ ?, -2.8%, ?, -37.0%, -1.5%, -2.3%, 3.6%, -14.9%, -0.2, 2.4%, -0.9%
- Cc1cccc(N2CCN(C(=O)CCS(=O)(=O)c3ccc4c(c3)NC(=O)C(C)S4)CC2)c1C (centres undefined)
→ ?, 4.2%, /, -51.2%, -12.7%, -26.1%, -1.6%, ?, -14.5, -14.1%, /
- O=c1c2cnn(-c3ccccc3Cl)c2ncn1Cc1cccnc1
→ 2.5%, 8.5%, 1.7%, -15.1%, -9.7%, 0.5%, -1.2%, 40.7%, 18.0, 1.2%, 0.7%
